# Pf growth 48h: Primary qHTS for delayed death inhibitors of the malarial parasite plastid, 48 hour incubation; Potency, µM (series often up to 28.7 µM), for inactives: at the highest dose activity change, negative = inhibition, most hits filed as inhibitors; 310,000 tested, 5.9% active; P. falciparum luciferase growth in erythrocytes, 48 h; AID 504832, 2011; also: potency is read from the fitted curve at half-maximal effect; % is scaled to controls: 0 for no effect and ±100 for the full control effect
#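 Firefly luciferase activity from engineered P. falciparum reports growth; inhibitors lower the luminescent signal. Cultures contained 2% hematocrit erythrocytes at 0.1% final parasitemia.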
# LmPK inh: qHTS Assay for Inhibitors of Leishmania Mexicana Pyruvate Kinase (LmPK) | Q27686 | purified LmPK, Kinase-Glo ATP luminescence, 1 h | Potency, µM (titrated, usually from 57.5 µM), inactives show at the top dose activity change, negative = inhibition, hits mostly inhibitors | 290,000 tested, 0.37% active; also: potency is read from the fitted curve at half-maximal effect; % is scaled to controls: 0 for no effect and ±100 for the full control effect
# Target sequence (Q27686 whole entry, looked up): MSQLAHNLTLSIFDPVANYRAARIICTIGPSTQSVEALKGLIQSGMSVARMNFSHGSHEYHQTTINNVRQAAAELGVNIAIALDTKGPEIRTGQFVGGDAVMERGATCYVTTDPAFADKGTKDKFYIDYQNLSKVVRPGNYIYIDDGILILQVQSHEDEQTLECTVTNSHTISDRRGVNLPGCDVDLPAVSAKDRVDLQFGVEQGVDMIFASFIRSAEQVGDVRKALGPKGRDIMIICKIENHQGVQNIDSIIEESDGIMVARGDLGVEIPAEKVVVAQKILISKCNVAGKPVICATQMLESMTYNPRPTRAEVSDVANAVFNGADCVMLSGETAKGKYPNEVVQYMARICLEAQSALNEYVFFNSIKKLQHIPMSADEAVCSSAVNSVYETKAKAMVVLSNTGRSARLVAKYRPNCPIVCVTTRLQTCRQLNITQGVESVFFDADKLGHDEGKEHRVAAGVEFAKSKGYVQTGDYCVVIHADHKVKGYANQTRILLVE
#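 0.1 nM LmPK, 0.5 mM PEP, 0.1 mM ADP; 50 mM imidazole pH 7.2, 7 mM MgCl2, 50 mM KCl; 1 h RT. Kinase-Glo luminescence readout, normalized to no-enzyme (full inhibition) and uninhibited wells.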
# Tb PYK inh: qHTS of Trypanosoma Brucei Inhibitors; pyruvate kinase (Trypanosoma brucei), Q57TT1; TbPYK enzyme, Kinase-Glo Plus ATP luminescence, 45 min; Potency, µM (top dose mostly 76.8 µM), for inactives: at the top dose activity, negative = inhibition, hits mostly inhibitors; 410,000 tested, 0.12% active; AID 624173, 2012; also: potency is read from the fitted curve at half-maximal effect; % is scaled to controls: 0 for no effect and ±100 for the full control effect; nearly all actives have a fitted effect of over 50% in size
#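 Activity of T. brucei pyruvate kinase was followed by Kinase-Glo Plus luminescence after the enzyme reacted 45 min at room temperature with 130 uM ADP (final) and substrate. Test compounds were added before ADP at multiple concentrations.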
# Cycloheximide cs: Cycloheximide Counterscreen for Small Molecule Inhibitors of Shiga Toxin. max response, %. cell reporter, cycloheximide protein synthesis inhibition counterscreen. 300,000 tested, 12% active. AID 2314, 2010; in the data active = max response mostly above about 13%, no sharp cut-off; inactive = mostly below about 14%; also: read at 38.3 µM for the half of the compounds with a filed dose; 0% is about no effect
# Shiga toxin inh: A qHTS for Small Molecule Inhibitors of Shiga Toxin; inhibition, % at 38.7 µM; Vero cells, Shiga toxin protein synthesis inhibition reporter; 290,000 tested, 9.2% active; in the data active = inhibition mostly above about 28%, no sharp cut-off; inactive = mostly below about 43%; also: 0% is about no effect
# Pf growth 96h: Primary qHTS for delayed death inhibitors of the malarial parasite plastid, 96 hour incubation; P. falciparum luciferase reporter growth, 96 h; Potency, µM (titrated, usually from 28.7 µM), inactives show top-dose activity change, negative = inhibition, hits mostly inhibitors; 320,000 tested, 6.9% active; AID 504834, 2011; also: potency is read from the fitted curve at half-maximal effect; % is scaled to controls: 0 for no effect and ±100 for the full control effect
#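 P. falciparum expressing integrated firefly luciferase grown in erythrocytes (2% hematocrit, 0.05% parasitemia final) with compounds for 96 hours at 37 C, 5% CO2. Growth inhibition read as loss of luminescence after adding luciferase detection reagent.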
# HCV inh: qHTS Assay for Inhibitors of Hepatitis C Virus (HCV); Huh7.5.1 HCVcc-Cre infection, luciferase reporter, 44 h; Potency, µM (top dose mostly 41.8 µM), for the others: at the highest dose activity change, negative = inhibition, hits mostly inhibitors; 340,000 tested, 3.4% active; AID 651820, 2012; also: potency is read from the fitted curve at half-maximal effect; % is scaled to controls: 0 for no effect and ±100 for the full control effect
#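 1,000 cells/well; 4 h culture; + compound; + HCVcc-Cre (~0.5 moi); 44 h; luciferase substrate, RT 15 min; read 15 sec.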
# Active calls of the source: *; ? = inconclusive; nt = no result given; & = joins results of further samples; [ ] = dose if it differs, or a comment. Unless noted, calls follow the shape of the dose curve; as a rule, active = well fitted curve in the direction sought with a large enough effect; inconclusive = small, poorly fitted or top-dose-only effect, or another doubt; inactive = no such curve, though single readings can be large; an effect the other way counts as inactive or inconclusive.
SMILES,Pf growth 48h,LmPK inh,Tb PYK inh,Cycloheximide cs,Shiga toxin inh,Pf growth 96h,HCV inh
COc1ccc2ccccc2c1CNC(=O)CC1C(=O)NCCN1CC(C)(C)C (configuration not stated),?,1%,3%,-2,15,-28%,-14%
COCCn1c(=O)sc2ccccc2c1=O,204%[activator],-5%,-23%,7,3,11%,13%
COc1ccc(N2CCN(C(=O)COC(=O)CNC(=O)c3ccc(C)cc3)CC2)cc1,41%,nt,1%,nt,nt,13%,32%[activator]
Cc1ccccc1NC(=S)NC(=O)c1cncc(Br)c1,3%,1%,10%,7,-76,14%,-5%
CCOCCCN(C)C1CCN(C(=O)c2oc3ccccc3c2NC(=O)c2ccc([N+](=O)[O-])cc2)CC1,?,-6%,0%,-12,-5,?,?
COc1ccc(OC)c(S(=O)(=O)N2C(C)CCCC2C)c1 (configuration not stated),?,0%,-19%,11,17,96%[activator],-26%
COc1cc(C)c(Cl)c(C)c1S(=O)(=O)NCc1ccc2c(c1)OCO2,-4%,6%,-8%,-2,-4,26%,5%
CCn1c(CNC(=O)c2cccc(C)c2)nnc1SCC(=O)N1CCOCC1,14%,-22%,-22%,-3,-19,10%,1%
Cc1cc(C)n(CCOc2ccc(Cl)cc2Cl)n1,0%,-1%,-4%,1,30,43%[activator],-2%
CN(Cc1ccccc1)CC(O)COc1ccc(CNCCc2cccnc2)cc1 (configuration not stated),5.2µM*,3%,-2%,-1,-19,1%,?
Cc1ccc2nc(-c3ccccc3)cc(C(=O)N3CCN(S(=O)(=O)c4c(C)noc4C)CC3)c2c1,12µM*,nt,0%,nt,nt,10µM*,?
CCOC(=O)/C=C1\NC(=O)C(C)S1 (configuration not stated),nt,6%,1%,-3,21,-1%,22%
COCCN1C(=O)C(=O)/C(=C(/O)c2ccc(S(=O)(=O)N3CCOCC3)cc2)C1c1cccc(OC)c1 (configuration not stated),34%[activator],8%,-6%,-3,-4,3%,12%
CCc1cc(CNC(=O)C2CCC(=O)N(CCc3cccc(F)c3)C2)on1 (configuration not stated),3%,-10%,0%,-3,10,13µM*,38%[activator]
COC(=O)c1ccccc1NC(=O)CN1CCC(n2nnc3cc(C)ccc32)CC1,-8%,2%,nt,3,11,nt,nt
O=C(O)c1cnn2c(C(F)F)cc(C(F)F)nc12,-18%,-4%,4%,-4,-2,-13%,14%
O=C(O)C[C@@H]1C(=O)O[C@@H]2C(COC(=O)c3cc(O)c(O)c(O)c3)O[C@@H](OC(=O)c3cc(O)c(O)c(O)c3)[C@@H](OC(=O)c3cc(O)c(O)c4c3[C@H]1[C@H](O)C(=O)O4)[C@H]2OC(=O)c1cc(O)c(O)c(O)c1 (some centres not stated),3.3µM*,7%,nt,-3,-4,2.9µM*,nt
COc1cc(NC(=S)NC(=O)c2ccco2)ccc1NC(=O)C(C)C,33%[activator],1%,2%,14,37,?,-22%
O=C(NCC1CCCO1)c1cccc(S(=O)(=O)N2CCOCC2)c1 (configuration not stated),9%,-4%,3%,1,-4,?,21%
CN(C)C(=N)c1n[nH]nc1SCc1ccc(Cl)c(Cl)c1,12%,4%,11%,-4,7,-55%[5.75 µM],-4%
Cc1cccc(/C=N/NC(=O)c2cccc(Cl)c2)n1,0%,-3%,7%,16*,46,-5%,6%
Cc1ccc(S(=O)(=O)C(C#N)c2nc3ccccc3nc2N2CC(C)OC(C)C2)cc1C (configuration not stated),13µM*,2%,-9%,-9,-11,?,-2%
CCc1cccc(NC(=O)CCc2nc(-c3cccs3)no2)c1,13%,7%,-2%,-1,24,?,3%
Cc1cc(C)n2nc(C(=O)OCC(=O)Nc3ccc4c(c3)OCCO4)nc2n1,-20%,nt,-1%,nt,nt,-19%,25%
CCOC(=O)N1CCN(C(=O)C2c3cc(OC)c(OC)cc3C(=O)N3CCc4ccccc4C23)CC1 (configuration not stated),4%,-2%,0%,1,-6,-24%,2%&9%
COc1ccc(S(=O)(=O)Nc2ccncc2)c(C)c1C,17%,1%,1%,13,-4,15%,6%
CCCc1cc(=O)oc2cc(OCc3ccc(C(=O)O)cc3)ccc12,26%,6%,-4%,47*,130*,?,26%
Cc1ccc(S(=O)(=O)N2CCOCC2)cc1NC(=O)COC(=O)COc1cccc2c1OC(C)(C)C2,1%,nt,-6%,nt,nt,2%,10%
CN1CCN(c2nc3nonc3nc2N2CCN(C)CC2)CC1,13%,0%,-1%,4,-3,1%,1%
COc1cccc(C2CC(c3ccccc3Cl)n3ncnc3N2)c1 (configuration not stated),-5%,5%,1%,2,12,-3%,1%
O=C(Nc1cccc(OCC(=O)N2CCOCC2)c1)c1ccc(C(F)(F)F)cc1,21%,1%,13%,-1,17,-1%,-26%
Cc1[nH]n(-c2ccccc2)c(=O)c1/C=N/c1nn[nH]n1,66%[activator],-19%,-9%,-3,-12,nt,4%
COc1cc(C2=NOC(C(=O)N3CCN(c4ccc(F)cc4)CC3)C2)cc(OC)c1OC (configuration not stated),?,2%,-3%,9,1,2%,?
CCc1ccccc1N(C(=O)CNC(=O)c1ccco1)C(C(=O)NC1CCCC1)c1cccnc1 (configuration not stated),6%,0%,1%,-3,-5,17%,?
CC(=C\c1ccccc1)/C=C1/SC(=S)N(C(C(=O)O)C(C)C)C1=O (configuration not stated),18%,5%,6%,-2,-2,40%,17%
Cc1ccc(-c2nnn(CC(=O)N(c3ccc4c(c3)OCCO4)C(C(=O)NCC3CCCO3)c3ccc(F)cc3)n2)o1 (configuration not stated),?,-9%,1%,14,9,?,-18%

# Complete entries as entered above. Order of values: Pf growth 48h | LmPK inh | Tb PYK inh | Cycloheximide cs | Shiga toxin inh | Pf growth 96h | HCV inh
# Results for `COc1cc(C2=NOC(C(=O)N3CCN(c4ccc(F)cc4)CC3)C2)cc(OC)c1OC` (configuration not stated) = ? | 2% | -3% | 9 | 1 | 2% | ?
# Results for `CCc1ccccc1N(C(=O)CNC(=O)c1ccco1)C(C(=O)NC1CCCC1)c1cccnc1` (configuration not stated) = 6% | 0% | 1% | -3 | -5 | 17% | ?
# Results for `COc1ccc(S(=O)(=O)Nc2ccncc2)c(C)c1C` = 17% | 1% | 1% | 13 | -4 | 15% | 6%
# Results for `Cc1[nH]n(-c2ccccc2)c(=O)c1/C=N/c1nn[nH]n1` = 66%[activator] | -19% | -9% | -3 | -12 | nt | 4%
# Results for `CCCc1cc(=O)oc2cc(OCc3ccc(C(=O)O)cc3)ccc12` = 26% | 6% | -4% | 47* | 130* | ? | 26%

# (listing goes on)
SMILES,Pf growth 48h,LmPK inh,Tb PYK inh,Cycloheximide cs,Shiga toxin inh,Pf growth 96h,HCV inh
COc1ccc(C=C2c3ccccc3C(=O)c3ccccc32)c(OC)c1,?,4%,nt,-4,-7,?,nt
c1ccc(-c2noc(C3CCCCC3)n2)nc1,197%[activator],?,3%,32*,66*,34%[activator],-16%
CN(CC(=O)Nc1ccccc1Cl)C(=O)COC(=O)c1ccc(Cl)nc1,?,nt,4%,nt,nt,32%[activator],12%
COc1ccccc1NS(=O)(=O)c1cccc(C(=O)N(C)Cc2cccs2)c1,-12%,1%,3%,6,17,-26%,-17%
CS(=O)(=O)N(CCc1ccccc1)CC(=O)N1CCN(c2ccc(F)cc2)CC1,-15%,3%,7%,-3,-7,?,?
CCCCSc1nc(C)c(CC(=O)OC)c(=O)[nH]1,-8%,3%,1%,1,11,?,17%
Clc1ccc(-c2cn3nc4c(nc3n2)CCCC4)cc1,138%[activator],14µM*,-9%,37*,88*,nt,0%
Cc1ccc(S(=O)(=O)N(C)C)cc1NC(=O)COC(=O)/C(=C/c1ccc(F)cc1)c1cccs1,2%,1%,-10%,-4,14,-3%,11µM*
COc1ccc(CC(=O)NNC2=Nc3cccc4cccc2c34)cc1,-1%,11%,3%,-1,14,27%,10%
CS(=O)(=O)c1cnc2c(-c3ccc(F)cc3)cnn2c1N,76%[activator],3%,4%,58*,61*,188%[activator],-16%
CCOC(=O)c1ccccc1NC(=O)C1CCCO1 (configuration not stated),3%,2%,-1%,-1,8,-22%,-2%
CCN1CCN(CCC(=O)Nc2ccccc2)CC1,70%[activator],5%,-2%,2,15,13µM*,16%
CCOC(=O)C1(Cc2cccc(F)c2)CCN(C2CCOCC2)CC1,0%,9%,4%,6,-11,-3%,-23%
O=C(COC(=O)c1ccccc1SCC(=O)N1CCCC1)Nc1ccc(OC(F)F)cc1,27%,nt,6%,nt,nt,127%[activator],-5%
CCN(C(=O)c1c(-c2ccccc2Cl)noc1C)C1CCCCC1,?,1%,-1%,-4,-5,0%,?
Cc1ccc(-c2ccc(=O)n(Cc3cc(C)ccc3C)n2)cc1,?,4%,5%&-2%,13,-4,-3%,0%
CCCCC(=O)Nc1ccc(C(=O)Nc2ccc(S(=O)(=O)Nc3ccc(C)cc3)cc2)cc1,-4%,-5%,-17%,0,-9,0%,-20%
Cc1ccc(NC(=O)CN2C(=O)S/C(=C\c3ccccn3)C2=O)cc1C,-13%,2%,-2%,1,-5,10µM*,5%
Cc1ccccc1NC(=O)CSc1n[nH]c(-c2ccco2)n1,18%,-4%,1%,1,5,29%,31%[activator]
COc1cccc(-c2nnc(NC(=O)c3ccc(S(=O)(=O)N4CC(C)OC(C)C4)cc3)o2)c1 (configuration not stated),nt,5%,-6%,-1,-10,4%,?
CN(Cc1ccco1)C(=O)C1CCC(=O)N1Cc1ccc(F)cc1 (configuration not stated),3%,-3%,-9%,-6,-15,nt,17%
O=C(O)c1ccccc1NCc1ccsc1,8%,9%,-4%,-3,-8,?,8%
CCOC(=O)C[N+](C)(C)CCOC1CC2CCC1(C)C2(C)C (configuration not stated),2.1µM*,2%,-3%,0,18,0%,7%
O=C(NC1CC1)C1CCN(c2ncccn2)CC1,14%,-4%,7%,-10,-14,18%,7%
CC1CC(C)CN(C(=O)C(Cc2ccccc2)NC(=O)c2ccccc2)C1 (configuration not stated),?,nt,-3%,nt,nt,?,-5%
CC(=C/c1ccc(C(C)C)cc1)/C=N/NC(=O)CSc1ccccn1,?,3%,-1%,71*,157*,-15%,?
CCOC(=O)c1cc(C#N)c(SCC(=O)OC)[nH]c1=O,48%[activator],-2%,-3%,-1,-4,0%,14%
BrCC(Br)(Br)Br,40%[activator],nt,0%,nt,nt,77%[activator],32%[activator]
COc1ccccc1/C=C/C(=O)NCC(=O)N=Nc1c(O)[nH]c2ccccc12,-6%,11%,-1%,-4,7,42%[activator],-1%
COc1ccc(-n2c(SCC(=O)C(C)(C)C)nc3c(sc(=S)n3-c3ccccc3)c2=O)c(OC)c1,2.1µM*,1%,1%,4,-5,0%,?
Cn1cnnc1SC1CCCCC1NS(=O)(=O)c1ccccc1 (configuration not stated),1%,1%,-3%,-9,-4,17%,24%
Cc1csc(NC(=O)CN2C(=O)COc3ccc(Cl)cc32)n1,-9%,nt,-4%,nt,nt,6%,10%

# Source: PubChem BioAssay (National Center for Advancing Translational Sciences (NCATS))
